MC4R antag cAMP: antagonists of human melanocortin 4 receptor (MC4R); P32245; MC4R-expressing cells, MTII-stimulated cAMP, LANCE TR-FRET; inhibition, % at 6.5 µM; 0.48% of 360,000 active; AID 540295;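 active means inhibition above its plate's cutoff, the mean of tested wells on that plate plus 3 SD, cut at about 29% in these data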;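 further: 0% = Melanotan II alone and 100% = Melanotan II plus saturating MCL0020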
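Material: U2OS-MC4R stable cell line | Reagent: Melanotan II challenge after compound preincubation | Doses: One concentration, 6.5 µM nominal | Incubation: 30-min compound preincubation, 1-h Melanotan II challenge, 1-h detection, room temperature | Signal: TR-FRET cAMP assay | Replicates: One well per compound, no replicates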
MC4R barr agon: activates human MC4R beta-arrestin recruitment; AID 540308; U2OS MC4R beta-arrestin complementation, luminescence; percent of melanotan II response, DMSO zero; P32245; activation, % at 8.9 µM; 0.98% of 360,000 active;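 active means activation above a per-plate cutoff, the mean activation of sample wells on that plate plus 3 SD, cut at about 8% in these data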
SRC2 inh: inhibits human steroid receptor coactivator 2; Q15596; HEK293 GAL4-SRC2 luciferase reporter, luminescence; inhibition, % at 9 µM; 0.17% of 370,000 active; AID 651957;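 active means inhibition above the mean inhibition of all tested compounds plus 3 SD, set per campaign, cut at about 52% in these data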;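 further: 0% = DMSO treated cells and 100% = cells given Gossypol at 36 µM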
Target sequence (Q15596 whole entry, looked up, the tested form may be a part): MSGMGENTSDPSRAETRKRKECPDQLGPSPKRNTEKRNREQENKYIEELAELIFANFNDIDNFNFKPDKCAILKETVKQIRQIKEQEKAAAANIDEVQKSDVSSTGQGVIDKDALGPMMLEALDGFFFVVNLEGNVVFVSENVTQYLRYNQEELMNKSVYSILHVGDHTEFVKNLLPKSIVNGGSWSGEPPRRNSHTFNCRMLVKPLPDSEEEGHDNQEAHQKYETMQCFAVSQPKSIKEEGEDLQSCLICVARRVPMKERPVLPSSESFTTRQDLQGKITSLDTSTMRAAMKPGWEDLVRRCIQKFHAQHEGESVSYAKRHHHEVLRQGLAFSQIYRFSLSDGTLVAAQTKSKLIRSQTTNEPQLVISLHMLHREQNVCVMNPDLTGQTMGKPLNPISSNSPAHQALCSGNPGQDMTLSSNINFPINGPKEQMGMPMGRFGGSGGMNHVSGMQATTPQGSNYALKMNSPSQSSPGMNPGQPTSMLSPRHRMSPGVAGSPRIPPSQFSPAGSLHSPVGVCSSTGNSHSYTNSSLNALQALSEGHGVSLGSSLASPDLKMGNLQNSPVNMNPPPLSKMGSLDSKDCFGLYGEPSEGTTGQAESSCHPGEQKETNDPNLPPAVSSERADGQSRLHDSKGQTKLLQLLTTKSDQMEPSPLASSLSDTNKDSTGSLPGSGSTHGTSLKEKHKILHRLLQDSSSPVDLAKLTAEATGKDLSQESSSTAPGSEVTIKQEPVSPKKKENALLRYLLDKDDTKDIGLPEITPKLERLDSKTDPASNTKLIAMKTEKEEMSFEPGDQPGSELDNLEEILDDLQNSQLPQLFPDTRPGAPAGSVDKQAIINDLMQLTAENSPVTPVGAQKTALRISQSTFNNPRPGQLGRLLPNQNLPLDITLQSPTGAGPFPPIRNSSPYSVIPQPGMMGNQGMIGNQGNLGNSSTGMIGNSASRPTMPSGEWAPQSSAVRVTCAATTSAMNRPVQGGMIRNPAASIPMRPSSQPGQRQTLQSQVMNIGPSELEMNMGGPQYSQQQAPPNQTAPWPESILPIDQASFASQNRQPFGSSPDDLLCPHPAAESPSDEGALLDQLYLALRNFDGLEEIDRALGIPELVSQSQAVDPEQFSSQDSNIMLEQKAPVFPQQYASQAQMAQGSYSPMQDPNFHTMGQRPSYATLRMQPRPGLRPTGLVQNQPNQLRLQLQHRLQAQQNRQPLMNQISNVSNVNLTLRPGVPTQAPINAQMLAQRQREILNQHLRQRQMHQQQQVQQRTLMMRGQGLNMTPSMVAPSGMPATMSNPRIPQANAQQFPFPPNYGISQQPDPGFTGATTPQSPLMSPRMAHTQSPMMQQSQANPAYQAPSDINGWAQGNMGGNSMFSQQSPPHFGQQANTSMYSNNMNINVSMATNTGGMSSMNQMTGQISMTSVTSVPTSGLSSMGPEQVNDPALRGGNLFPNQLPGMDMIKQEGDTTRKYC
NOD2 RIPK2 PPI: inhibitors of human NOD2-RIPK2 interaction | O43353 | CHO BLA complementation NOD2-RIPK2, CCF4 ratio | inhibition, % at 4.98 µM | 0.38% of 360,000 active; in the data active means inhibition above about 21%;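 further: 0% = vehicle only and 100% = reference blocker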
ABCB6 inh MLPCN: blocks the human ABCB6 transporter; Q9NP58; K562-ABCB6 porphyrin accumulation, flow cytometry, 1 h; active compounds read low; fluorescence ratio to DMSO, % at 10 µM; 0.19% of 360,000 active;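 active means fluorescence ratio to DMSO below 75%, the collection mean minus 3 SD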;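 further: signal is porphyrin accumulated inside mitochondria; 100% equals median channel fluorescence of DMSO control wells; lower ratio means ABCB6 inhibition with less porphyrin fluorescence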
Cardio protect: protects H9c2 cardiomyocytes from peroxide injury; protection from H2O2 cell death, % at 20 µM; 0.63% of 360,000 active; H2O2 injury protection, ATPLite, 2 h;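 active means compounds giving at least 50% protection of heart cells from peroxide-induced death in the single-dose screen, raw or plate-pattern-corrected value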;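 further: 0% = DMSO wells with peroxide and 100% = DMSO wells without peroxide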
Glyco luc inh: blocks N-linked glycosylation in D54 reporter cells; D54 ERlucT glycosylation luciferase reporter, 24 h; percent of 100 nM tunicamycin response; reporter increase, % at 12.5 µM; 0.23% of 360,000 active; AID 588692;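 active means mean luciferase reporter signal, scaled so untreated is 0 and the glycosylation-blocking control 100, at or above a set limit in every replicate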;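 further: luciferase carries N-glycosylation sites so blocking glycosylation raises the light; 0% = median of neutral control wells and 100% = median of 100 nM tunicamycin wells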
TLR9-MyD88 inh: inhibitors of human TLR9-MyD88 binding. 0.21% of 340,000 active. AID 504734. Q9NR96+Q99836. inhibition, % at 4.98 µM. CHO BLA complementation TLR9-MyD88, CCF4 FRET ratio;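 active means inhibition above the mean over all tested compounds plus 3 SD, cut at about 21% in these data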;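 further: 0% = DMSO only wells and 100% = clavulanate BLA inhibitor control wells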
ABHD5 PLIN5 PPI: blocks binding of human ABHD5 to perilipin-5; AID 602281; 0.78% of 360,000 active; inhibition, % at 4 µM; Split G. princeps luciferase complementation, luminescence, 4 h; Q00G26+Q8WTS1;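 active means inhibition above the mean inhibition across every tested compound plus 3 SD, cut at about 22% in these data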;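 further: 0% = DMSO only wells and the 100% control is not disclosed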
HTR2A ag: agonists of mouse serotonin 5-HT2A receptor (HTR2A); P35363; CHO-K1 mHTR2A beta-arrestin complementation, luminescence; percent of 30 µM serotonin response; activation, % at 7.6 µM; 0.66% of 360,000 active;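 active means activation above a run cutoff, the mean activation of all tested compounds plus 3 SD, cut at about 14% in these data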;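 further: 0% = plate median of compound wells and 100% = 30 µM serotonin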
* = called active by the depositor; i = inactive; nt = no result given; & = joins results of further samples. This is a subset; rates above refer to the full screens.

SMILES	MC4R antag cAMP	MC4R barr agon	SRC2 inh	NOD2 RIPK2 PPI	ABCB6 inh MLPCN	Cardio protect	Glyco luc inh	TLR9-MyD88 inh	ABHD5 PLIN5 PPI	HTR2A ag
Cc1cc2cc(C(c3nnnn3Cc3ccccc3)N3CCc4ccccc43)c(=O)[nH]c2cc1C (stereo not given)	-4	-0.6	-8	0	107	13	1	-7	-21	-2
CC(=O)Nc1ccc(C(=O)OCC(=O)N2CCCC2)cc1	10	-0.9	-9	-12	98	5	0	-5	5	0
Cc1ccc(C(=O)N[C@H](C(=O)Nc2cccc(S(=O)(=O)N3CCOCC3)c2)C(C)C)cc1	6	-1.4	9	-5	94	-3	-3	3	-2	-4
Cc1ccc(NS(=O)(=O)c2ccc(NC(=O)CN(c3cc([N+](=O)[O-])ccc3C)S(C)(=O)=O)cc2)c(C)c1	0	-2.0	21	0	95	-6	2	-9	16	1
O=C1NC(=O)/C(=C/c2cccc([N+](=O)[O-])c2)N1	-2	-0.2	-39	-10	101	-1	-2	1	0	-3
CCOC(=O)CSc1nnc(-c2ccc(OC)cc2)n1CC	-2	-0.2	4	-9	101	5	1	-2	-5	2
Cn1cc(CN2CCCC(CNS(=O)(=O)c3cccc4cccnc34)C2)cn1 (stereo not given)	2	2.5	4	-9	99	2	2	-6	3	-6
O=C(COc1ccccc1)Nc1cccc(S(=O)(=O)N2CCCC2)c1	-4	-2.8	4	-8	97	0	0	-1	3	4
COc1cc(C=C(c2nc3ccccc3s2)c2nc3ccccc3s2)ccc1O	-7	-3.4	1	6	122	-3	5	6	5	-8
COc1ccc(NC(=O)CN(C)C(=O)c2oc3c(ccc4ccccc43)c2C)cc1	1	-1.0	11	-4	98	-4	-1	2	3	2

Complete entries from above:
Cc1cc2cc(C(c3nnnn3Cc3ccccc3)N3CCc4ccccc43)c(=O)[nH]c2cc1C (stereo not given) in the list: MC4R antag cAMP: -4; MC4R barr agon: -0.6; SRC2 inh: -8; NOD2 RIPK2 PPI: 0; ABCB6 inh MLPCN: 107; Cardio protect: 13; Glyco luc inh: 1; TLR9-MyD88 inh: -7; ABHD5 PLIN5 PPI: -21; HTR2A ag: -2
CCOC(=O)CSc1nnc(-c2ccc(OC)cc2)n1CC in the list: MC4R antag cAMP: -2; MC4R barr agon: -0.2; SRC2 inh: 4; NOD2 RIPK2 PPI: -9; ABCB6 inh MLPCN: 101; Cardio protect: 5; Glyco luc inh: 1; TLR9-MyD88 inh: -2; ABHD5 PLIN5 PPI: -5; HTR2A ag: 2

Later entries.
SMILES	MC4R antag cAMP	MC4R barr agon	SRC2 inh	NOD2 RIPK2 PPI	ABCB6 inh MLPCN	Cardio protect	Glyco luc inh	TLR9-MyD88 inh	ABHD5 PLIN5 PPI	HTR2A ag
CCOC(=O)C1C(=O)NC(c2ccccc2)=NC1c1ccccc1 (stereo not given)	4	0.7	1	-12	108	4	0	-1	5	7
COc1cccc(CNc2ncn[nH]2)c1OCc1ccc(F)cc1	-5	-0.9	1	-8	93	-4	-5	0	1	5
O=C(N/N=C/c1ccc(OCCCF)cc1)c1ccc(C(F)(F)F)cc1	8	-2.6	7	-12	93	2	-2	4	-1	-3
COc1ccc(CCN2C(=O)CC(NCCc3ccc(S(N)(=O)=O)cc3)C2=O)cc1OC (stereo not given)	-2	0.7	-49	-5	97	10	0	-4	2	-1
COCCN1C(=O)/C(=C/c2ccc(N3CCCC3)cc2C)SC1=S	-7	-1.7	-22	3	i	-9	-3	3	0	3
Nc1nnc(SCC(=O)c2ccccc2)s1	9	-1.8	-6	0	99	27	1	0	9	-3
Cc1ccc(NC(=O)CN2CC(C)SC2=NC2CCCCC2)cc1 (stereo not given)	-1&8	1.4&1.5	9&-41	-12&-2	94&98	-8&-19	-1&9	-2&3	2&-9	-3&-5
COc1ccc(C2=Nn3c(nnc3-c3ccccc3Cl)SC2)cc1OC1CCCC1	-48	-0.2	8	-4	97	2	16	-3	-8	-1
COc1ccc(C(=O)NN2CCOCC2)cc1	0	-1.0	8	-14	99	1	0	-6	-1	5
COc1ccc(C2(C)NC(=O)N(CC(=O)Nc3ccc4[nH]c(=O)[nH]c4c3)C2=O)cc1 (stereo not given)	3	4.2	-16	-10	106	4	1	-11	7	-6
COc1ccc(NS(=O)(=O)c2cccs2)cc1S(=O)(=O)N1CCCCC1	5	-2.7	3	-7	96	11	2	0	4	-10
COc1ccccc1Nc1ncnc2sccc12	-4	-0.7	-36	-16	94	4	-2	3	-6	8
Cc1onc(-c2c(F)cccc2Cl)c1C(=O)OCC(=O)c1c(N)n(C)c(=O)n(C)c1=O	23	4.2	-1	-1	101	1	0	7	0	-4
Cc1ccc(OCCOC(=O)CCc2nc3ccccc3c(=O)[nH]2)cc1	0	-3.2	3	-3	79	55*	3	-2	3	-2
CCCc1c(C(=O)N/N=C/C(C)=C/c2ccco2)nnn1-c1nonc1N	-5	2.3	13	-1	91	-7	8	-8	6	1
Nc1cccc2c1C(=O)N(C(=O)/C=C/c1ccc(F)cc1)C2=O	-4	3.4	-35	2	95	-7	20	4	15	4
Cc1ccc2c(Cl)c(C)c(N3CCCCC3)nc2n1	6	0.8	-7	7	88	-4	-4	-15	3	1
COc1ccc(C(N)c2nccc3cc(OC)c(OC)cc23)cc1OC (stereo not given)	20	-0.1	nt	0	118	6	0	0	-3	3
CC(C)Oc1ccc(C(=O)Nc2ccc(N3CCCC3)cc2)cc1	-3	7.0	nt	5	113	-6	0	7	12	1
Cc1cnc(C(=O)Nc2cccc(S(=O)(=O)N(C)C)c2)cn1	4	-0.7	2	0	100	-6	0	0	2	4
O=c1cc(O)nc(SCc2ccccc2)[nH]1	7	-1.5	1	8	97	5	2	-6	1	0
C=CCOc1ccc(C(=O)Nc2ccccc2C(=O)NCc2cccnc2)cc1	7	-2.8	-10	-5	103	-2	24	6	8	-9
CCc1ccc([C@@H]2CC(=O)[C@@H]3CN(S(=O)(=O)c4ccc(C)cc4)[C@H](c4ccc(Cl)cc4)C[C@@H]3N2S(=O)(=O)c2ccc(C)cc2)cc1	nt	nt	-10	-8	98	1	-7	nt	-13	-3
O=C(CCCO)c1ccc2c(c1)OCCO2	-3	-2.1	-15	-5	94	-1	0	4	4	1
CCCCN(C(=O)/C=C/c1ccco1)c1c(N)n(CC(C)C)c(=O)[nH]c1=O	10	4.2	-5	-3	100	-6	2	-6	-7	9
Cc1cccn2c(=O)c(/C=C3\SC(=S)N(CC(C)C)C3=O)c(NCCCOC(C)C)nc12	-2	-0.2	nt	-5	i	-19	0	-5	-3	1
CC(=NNS(=O)(=O)c1ccc(C)cc1)c1ccncc1	0	-1.3	7	-7	98	6	1	-4	-28	2
CCOc1ccc(OCCC(=O)OCC(=O)NC2CC2)cc1	4	-3.5	-15	-7	97	-7	2	-3	10	0
Cc1nn2c(=O)cc(CSc3nc4ccccc4[nH]3)nc2s1	-5	-0.6	-7	7	100	3	0	-5	-7	2
CCOC(=O)Nc1ccc(NC(=O)c2ccccc2F)cc1	-8	-2.2	-81	-6	98	0	0	-2	-6	1
N#Cc1cc2c(nc1SC1CCCCC1O)CCCC2 (stereo not given)	8	-0.5	-15	-10	nt	-2	1	-9	-1	0
CNS(=O)(=O)c1cccc(C(=O)OCC(=O)c2cc(C)n(CC3CCCO3)c2C)c1 (stereo not given)	6	-0.2	-48	-8	100	-25	-15	-11	-1	1
Cc1nn(-c2ccccc2)c2nc(Cl)c(C(=O)O)cc12	24	-1.5	12	-5	101	6	2	-1	1	-1
Cc1cc(C(C#N)c2cccc(Cl)c2)n2ncnc2n1 (stereo not given)	2	-1.1	-15	-9	98	-18	-3	-5	0	10
Cc1cccc(OCC(O)Cn2c(N3CCCCC3)nc3c2c(=O)n(C)c(=O)n3C)c1 (stereo not given)	0	0.4	10	1	98	17	1	-8	9	5
CC(=O)N/C(=N\OCc1ccccc1Cl)c1nonc1NC(C)=O	6	-0.8	-5	1	101	14	-1	-8	2	1
COC(=O)CN1C(=O)[C@H]2[C@@H](/C=C/c3ccccc3)N3C(=O)CN(Cc4ccccc4)C(=O)[C@@]3(C)[C@H]2C1=O	9	-0.8	-21	-7	96	1	3	-6	-1	5
CC1CCN(CC(=O)NCc2ccco2)CC1	-1	-2.4	-32	5	94	5	4	-11	-3	-3
Cc1ccccc1OCCn1cc(C(=S)N2CCN(C)CC2)c2ccccc21	-3	-0.3	-7	2	91	-8	0	-1	13	-7
COCCn1c(=NC(=O)c2cc3ccccc3oc2=O)sc2cc(S(N)(=O)=O)ccc21	7	-1.1	-4	-3	86	-4	1	-1	0	2

Not a retest: entries from further up.
SMILES	MC4R antag cAMP	MC4R barr agon	SRC2 inh	NOD2 RIPK2 PPI	ABCB6 inh MLPCN	Cardio protect	Glyco luc inh	TLR9-MyD88 inh	ABHD5 PLIN5 PPI	HTR2A ag
CC(=O)N/C(=N\OCc1ccccc1Cl)c1nonc1NC(C)=O	6	-0.8	-5	1	101	14	-1	-8	2	1
COC(=O)CN1C(=O)[C@H]2[C@@H](/C=C/c3ccccc3)N3C(=O)CN(Cc4ccccc4)C(=O)[C@@]3(C)[C@H]2C1=O	9	-0.8	-21	-7	96	1	3	-6	-1	5
CC1CCN(CC(=O)NCc2ccco2)CC1	-1	-2.4	-32	5	94	5	4	-11	-3	-3
Cc1ccccc1OCCn1cc(C(=S)N2CCN(C)CC2)c2ccccc21	-3	-0.3	-7	2	91	-8	0	-1	13	-7
COCCn1c(=NC(=O)c2cc3ccccc3oc2=O)sc2cc(S(N)(=O)=O)ccc21	7	-1.1	-4	-3	86	-4	1	-1	0	2

The listing continues:
SMILES	MC4R antag cAMP	MC4R barr agon	SRC2 inh	NOD2 RIPK2 PPI	ABCB6 inh MLPCN	Cardio protect	Glyco luc inh	TLR9-MyD88 inh	ABHD5 PLIN5 PPI	HTR2A ag
O=C(Nc1ccn(Cc2c(F)c(F)cc(F)c2F)n1)c1ccc(COc2cc(Cl)ccc2Cl)o1	8	11*	19	1	91	-2	-6	-12	1	-2
CN(Cc1ccc(F)cc1)C(=O)CNC(=O)c1ccc2c(c1)OCO2	15	-2.0	-22	-2	100	0	2	0	-4	1
Cc1ccc(-c2nc(C#N)c(NCc3ccco3)o2)cc1	4	1.8	-66	-2	100	-9	0	-4	0	-1
O=C(NCc1ccc2c(c1)OCO2)C1CC(=O)N(CCc2ccc(F)cc2)C1 (stereo not given)	9	-2.0	18	-2	98	-5	0	-1	-5	-4
CCOc1ccc(NC(=O)Nc2ccc3c(c2)nc(C)n3C)cc1	-9	-0.9	-33	2	96	2	0	11	-3	2
COc1ccccc1Oc1ccc(S(=O)(=O)N2CCOCC2)cc1S(=O)(=O)N1CCOCC1	1	-1.5	-17	-7	90	-28	-1	4	-3	3

Screens from PubChem.
